High-throughput results deposited in PubChem by The Scripps Research Institute Molecular Screening Center.
SRC3 TRFRET art: flags TR-FRET format artefacts in PPARgamma SRC-3 recruitment agonist screen; TR-FRET artefact counter-screen, PPARgamma/SRC-3 format; active compounds read high; TR-FRET ratio at 8 µM; 99,000 tested, 0.39% active; AID 1048; in the data active = TR-FRET ratio above about 2000; note: inactives centre near 1600; reference of the scale not given here
SRC1 TRFRET art: flags TR-FRET format artefacts in PPARgamma SRC-1 recruitment agonist screen; TR-FRET detection artefact counter-screen, emission ratio; active compounds read high; TR-FRET ratio at 8 µM; 99,000 tested, 0.34% active; in the data active = TR-FRET ratio above about 2300; note: inactives centre near 1800; reference of the scale not given here
The depositor's hits bear a star. Random draw from the library. Share with any hit: about 0.65%.

SMILES | SRC3 TRFRET art | SRC1 TRFRET art
COc1ccc2c(c1)C(c1ccc(C)o1)=NNC(c1cccnc1)=N2 | 1519 | 2212
Cc1cc(C)n(CCNC(=O)CC2C(=O)NCCN2Cc2ccccc2C(F)(F)F)n1 (stereo unspecified) | 1566 | 1833
CN(C)S(=O)(=O)c1ccc(NC=O)cc1 | 1578 | 2051
COc1cc(C(=O)OCc2ccc(C)cc2)cc(NC(=O)c2cccs2)c1OC | 1708 | 1865
CN(Cc1ccon1)Cc1cn(C)nc1-c1ccc2c(c1)OCCO2 | 1549 | 1649
CC(C)C(=O)Nc1nnc(SCc2cccc(F)c2)s1 | 1342 | 1915
CCOC(=O)C1CCN(C(=O)C2(NC(=O)NC3CCCCC3)CCCCC2)CC1 | 1618 | 1814
Cc1ccc(C)c(NC(=O)CSc2nnc(CNC(=O)c3cccs3)o2)c1 | 1454 | 1776
COc1cc(C(=O)N(Cc2cc3cc(C)ccc3[nH]c2=O)CC2CCCO2)cc(OC)c1OC (stereo unspecified) | 1408 | 1876
COc1ccc(C(=O)NNC(=O)C(Cc2ccc(O)cc2)NC(=O)c2ccccc2NC(=O)c2ccc(OC)cc2)cc1 (stereo unspecified) | 1693 | 1629
COCCN(Cc1cc2ccccc2[nH]c1=O)C(=O)c1ccccc1OC | 1552 | 1418
C/C=C(/C)C(=O)O[C@@H]1c2c(ccc3ccc(=O)oc23)O[C@@H]1C(C)(C)OC(=O)/C(C)=C\C | 1653 | 1511
COc1ccc(OC)c(C(C)NC(=O)Nc2ccccc2)c1 (stereo unspecified) | 1628 | 1902
O=C(CN1C(=O)NC2(CCCCCC2)C1=O)NCc1cccs1 | 1672 | 1571
O=C(c1ccc([N+](=O)[O-])cc1)N1CCC(n2nnc3cc(F)ccc32)CC1 | 1595 | 1834
COc1cccc(CNC(=O)C2=Cc3cccc(OC)c3OC2)c1 | 1333 | 1544
CCc1nnc(NC(=O)CSc2nnc(-c3cc4ccccc4cc3O)n2CC)s1 | 1676 | 1882
Cc1nc(NC(=O)/C=C/c2ccco2)sc1C | 1669 | 1949
C[C@@H]1CN(C(=O)c2nc3ccc(Cl)cn3c2CNCC[C@@H]2C[C@@H]3C=C[C@H]2C3)C[C@H](C)O1 | 1497 | 1689
COc1ccc(C2(C)NC(=O)N(CC(=O)Nc3ccc(-c4nc5ccc(C)cc5s4)cc3)C2=O)cc1 (stereo unspecified) | 2403* | 2469*
Cc1cc(O)cc(O[C@H]2OC(CO)[C@H](O)[C@@H](O)[C@H]2O)c1 (stereo partly specified) | 1701 | 1651
COc1cc(NC(=S)NC(=O)c2ccccc2F)ccc1NC(=O)c1ccco1 | 1380 | 1580
Cc1cccnc1CN1CCN(Cc2nc(Cc3cccc(F)c3)no2)CC1 | 1683 | 1672
CCOc1ccccc1N(CC(=O)NCCSc1ccccc1)S(C)(=O)=O | 1468 | 1595
C/C(=N/NC(=O)c1ccc2c(c1)OCO2)c1ccc(Br)s1 | 1338 | 1718

Single records (already shown). Order of screens: SRC3 TRFRET art | SRC1 TRFRET art
CCOc1ccccc1N(CC(=O)NCCSc1ccccc1)S(C)(=O)=O as listed: 1468 | 1595
CC(C)C(=O)Nc1nnc(SCc2cccc(F)c2)s1 as listed: 1342 | 1915

(cont.)
SMILES | SRC3 TRFRET art | SRC1 TRFRET art
COCCCN1C(=O)/C(=C\c2ccc3c(c2)OCO3)C(C(=O)OC)=C1C | 1557 | 2044
Cc1ccc(SCC(=O)NC(=O)Nc2ccc3c(c2)OCCO3)c(C)c1 | 1695 | 1491
COc1ccc(-n2c(SCc3cn4c(C)cccc4n3)nc3ccccc3c2=O)cc1OC | 1677 | 1787
CCCc1nc2ccccc2c(=O)n1NC(=O)c1c(O)c2ccccc2[nH]c1=O | 1683 | 1682
COc1ccc(C2SCCN2C(=S)Nc2cccc(Cl)c2)cc1 (stereo unspecified) | 1586 | 1859
COc1ccc(C(CCNCc2ccc(F)cc2)c2ccc(F)cc2)cc1 (stereo unspecified) | 1524 | 1660
C=CCNC(=O)/C(=C/c1ccc(Br)cc1)NC(=O)c1ccccc1OC | 1614 | 2093
CCOc1ccc(NS(=O)(=O)c2ccc(NC(=S)NC(C)=O)cc2)cc1 | 1516 | 1571
N/C(=N\OC(=O)N1CCOCC1)c1ccc(Cl)cc1 | 1624 | 1961
Cc1sc2nc(C)n(/N=C/c3ccc(O)cc3O)c(=O)c2c1C | 1492 | 1913
Cc1ncc([N+](=O)[O-])n1CC(=O)NC1CCCCC1 | 1437 | 1857
Cc1ccc(S(=O)(=O)N(C(=O)c2ccncc2)c2ccc3oc4c(c3c2)CCCC4)cc1[N+](=O)[O-] | 1755 | 1755
O=C(Nc1ccccc1)Nc1nnc(-c2cccs2)s1 | 1571 | 1704
COC(=O)c1ccccc1NC(=O)c1cn(-c2ccc(C)c(C)c2)c(=O)c2ccccc12 | 1579 | 1931
COc1cc(NC(=O)c2cccs2)c(OC)cc1NC(=O)c1ccco1 | 1789 | 2035
O=C(COC(=O)c1ccc(CNS(=O)(=O)c2ccc(F)c(Cl)c2)cc1)NC1CCCCCCC1 | 1654 | 1711
Cc1cccc(C(C)C)c1NC(=O)CN(C)Cc1cccc(F)c1 | 1571 | 1810
CC(=O)Nc1ccccc1C(=O)C(=O)Nc1cccc(C(=O)NC2CC2)c1 | 1554 | 1650
COc1ccc(NC(=O)c2ccc(-c3nn(C)c(=O)c4ccccc34)cc2)cc1 | 1711 | 1961
COc1ccc(C(C)=O)cc1COC(=O)CNC(=O)c1ccccc1F | 1571 | 1855
Cc1ccc(C2=Nc3ccccc3N(C(=O)c3ccccc3)C(C)C2)cc1 (stereo unspecified) | 1643 | 1827
O=C(/C=C/c1ccccc1Cl)Nc1cccc(S(=O)(=O)NC2=NCCCCC2)c1 | 1440 | 1658
Oc1c(CN2CCOCC2)cc(COCc2ccccc2)c2cccnc12 | 1580 | 1589
CCOC(=O)/C(=N\Nc1ccccc1Cl)N(C)C1CCS(=O)(=O)C1 (stereo unspecified) | 1511 | 1722
COc1ccc(CCNC(=O)CNC(=O)Cn2cnc3sc(C)c(C)c3c2=O)cc1OC | 1501 | 2053
Further structures follow.
SMILES | SRC3 TRFRET art | SRC1 TRFRET art
O=C(NNc1cc(N2CCOCC2)nc(N2CCOCC2)n1)c1ccc(Cl)c(Cl)c1 | 1740 | 2060
COc1ccc(C2Nc3ccc(Br)cc3C(c3ccccc3)N2CC(=O)O)cc1 (stereo unspecified) | 1660 | 1840
CCOc1nc(NCCO)nc(Nc2ccc([N+](=O)[O-])cc2)n1 | 1649 | 1760
CNC(=S)NNC(=O)c1cccn(Cc2ccccc2)c1=O | 1587 | 1985
COC(=O)c1c(-c2ccccc2Cl)noc1/C=C/N(C)C | 1477 | 1726
COc1ccc(C)cc1NC(=O)c1cc2c(CO)cnc(C)c2oc1=N | 1477 | 1626
CN1C(N)=NC(=O)/C1=C/c1ccccc1F | 1419 | 1709
COC(=O)c1ccc(-c2ccc(Cl)cc2)nc1C | 1808 | 1974
CCOC(=O)c1c(C)oc2c1c(C=NCc1ccccn1)c(O)c1ccccc12 | 1675 | 1712
O=C(Cn1cnnn1)Nc1cccc(S(=O)(=O)N2CCCCC2)c1 | 1744 | 1890
C=CCNC(=O)C(=O)N/N=C/c1cccc(Br)c1 | 1570 | 1930
CC(/C=N/NC(=O)c1cc(-c2cccs2)[nH]n1)=C\c1ccccc1 | 1515 | 1933
O=C(N/N=C/c1oc(O)c2ccccc12)c1ccccc1O | 1602 | 2125
Cc1ccc(N/N=C2\COC(C)(C)CC2=O)cc1 | 1438 | 1676
CC(C)NC(=S)Nc1cccc2cnccc12 | 1710 | 1740
O=C(NC1=NCCS1)c1cccc2ccccc12 | 1617 | 1805
CN1/C(=C\C(=O)Nc2ccc(Cl)cc2)C(C)(C)c2ccccc21 | 1551 | 1653
O=C(NCc1cn2ccccc2n1)c1ccccc1 | 1330 | 1744
O=[N+]([O-])c1cc(C(F)(F)F)c(Cl)cc1N1CCN(CCO)CC1 | 1723 | 1961
Cc1c(NC(=O)CSc2ccccc2F)c(=O)n(-c2ccccc2)n1C | 1770 | 1986
COC(=O)CC1COc2ccccc2N1C(=O)c1ccc(Br)cc1 (stereo unspecified) | 1367 | 1840
Cc1cc(C)n2c(SCC(=O)Nc3ccc(F)cc3F)nnc2n1 | 1441 | 1823
O=c1[nH]c(SCc2c(Cl)cccc2Cl)nc2ccccc12 | 1690 | 1728
Cc1nn(-c2ccccc2)c(C)c1/C=N/NC(=O)c1cc(-c2cccs2)[nH]n1 | 1654 | 1752
O=S(=O)(c1cccc(C(F)(F)F)c1)N1CCN(c2cnccn2)CC1 | 1536 | 1752
Next section.
SMILES | SRC3 TRFRET art | SRC1 TRFRET art
C/C(=N\NC(=S)Nc1cccc(C)c1)c1cc2ccccc2o1 | 1526 | 1512
O=C(Cn1ncc2ccccc21)N1CCc2ccccc21 | 1792 | 1920
O=C(CCn1c(=S)[nH]c2ccccc2c1=O)NCCSCc1ccccc1 | 1643 | 1975
CC(CSc1nnnn1-c1ccccc1)Cn1c(N2CCN(C)CC2)nc2c1c(=O)[nH]c(=O)n2C (stereo unspecified) | 1371 | 1607
CCn1c(SCc2nc3ccccc3c(=O)[nH]2)nnc1C(C)NC(=O)c1ccccc1 (stereo unspecified) | 1547 | 1554
NC(=O)C1=C[C@H](C2CCCCC2)C[C@H](OCc2ccc(CO)cc2)O1 | 1660 | 1774
Cc1ccc2cc3cc(C(=O)N4CCN(C(=O)c5ccco5)CC4)sc3nc2c1 | 1414 | 1843
Cc1cc(C)nc(SCC(=O)N/N=C/c2cccc([N+](=O)[O-])c2)n1 | 1452 | 1709
O=C(/C=C/c1ccco1)Nc1ccc2c(c1)OCCO2 | 1551 | 1813
COc1ccc(S(=O)(=O)NCC2CCC(C(=O)NCC(OC)OC)CC2)cc1 (stereo unspecified) | 1482 | 1604
CC(=O)Nc1ccc(S(=O)(=O)NCC(=O)OCC(=O)N2CCN(c3ccccc3)CC2)cc1 | 1744 | 1577
Cc1cc(-n2c(C)cc(C(=S)N3CCOCC3)c2C)ccc1Br | 1537 | 2113
O=C(NCc1ccccc1)c1cc(-c2cccc(O)c2)on1 | 1445 | 2056
O=C(NCC1COc2ccccc2O1)C1C2C=CC3(CN(Cc4ccccc4Cl)C(=O)C13)O2 (stereo unspecified) | 1514 | 1655
CSCCC(C(=O)OC1CCOC1=O)N1C(=O)c2ccccc2C1=O (stereo unspecified) | 1448 | 1554
C/C(CCN1CCCCc2nc(C)c(C)cc21)=N\O[C@H](C)c1cn([C@H](CO)Cc2ccccc2)nn1 | 1502 | 1734
CC(=O)NC(c1cccs1)c1cc([N+](=O)[O-])c2cccnc2c1O (stereo unspecified) | 1657 | 1862
O=NN(CCc1ccncc1)c1ccc(OCc2ccccc2)cc1 | 1557 | 1492
C=C1N(C)c2cc([N+](=O)[O-])c(N)cc2C1(C)C | 1489 | 1783
Cc1nc2ccc(Br)cn2c1C(=O)N/N=C\c1ccccc1[N+](=O)[O-] | 1643 | 1949
Cc1cc(C)nc(NC(N)=NC2CCCCC2)n1 | 1542 | 1844
Cn1c(-c2cnn(-c3ccccc3)c2N)n[nH]c1=S | 1524 | 1675
CCc1c(C)nc2c(Br)cccc2c1SCCC#N | 2026 | 2367*
COCCNC(=O)CN1CCC(n2c(C)nc3cc(C(F)(F)F)ccc32)CC1 | 1617 | 1717
CCN(CC(=O)Nc1c(F)cccc1F)C(=O)CCc1c[nH]c2ccccc12 | 1274 | 2053
The list continues.
SMILES | SRC3 TRFRET art | SRC1 TRFRET art
Cc1nn(-c2ccc(Cl)cc2)c(Cl)c1/C=C(\C#N)C(N)=O | 1321 | 1782
NC(=O)[C@@H]1CCCNc2c(I)cc([N+](=O)[O-])cc2C(=O)N[C@@H](CCC(=O)O)C(=O)N[C@@H](CO)C(=O)N1 | 1525 | 1694
N=c1sccn1CC(=O)Nc1ccc(SC(F)F)cc1 | 1313 | 1660
COc1ccc(/C=N/N2C(=O)C3C4C=CC(CC4)C3C2=O)c(OC)c1 (stereo unspecified) | 1542 | 1473
CCOC(=O)NN1C(=O)c2ccccc2NC1c1ccccn1 (stereo unspecified) | 1648 | 1719
CC(C)Cn1c(N)c(C(=O)CSc2cc(Cl)ccc2Cl)c(=O)n(C)c1=O | 1714 | 2024
O=C(N/N=C/c1ccsc1)C1CC1 | 1255 | 1843
O=C(Cc1ccccc1)Nc1ccc(N2CCCCC2)cc1 | 1589 | 1994
O=C(c1cc([N+](=O)[O-])ccc1Cl)N1c2ccccc2Sc2ccccc21 | 1403 | 1628
Cc1cc(NC(=O)CCCN2C(=O)/C(=C/c3cccs3)SC2=S)no1 | 1452 | 1526
O=C(COC(=O)Cn1nnc2ccccc21)Nc1ccccc1Br | 1588 | 1479
CCN(CCO)C(=S)Nc1cc(S(=O)(=O)N(C)C)ccc1C | 1613 | 1825

By substructure, the compounds so far with an NH in an aromatic ring (eleven)
SMILES | SRC3 TRFRET art | SRC1 TRFRET art
COc1cc(C(=O)N(Cc2cc3cc(C)ccc3[nH]c2=O)CC2CCCO2)cc(OC)c1OC (stereo unspecified) | 1408 | 1876
COCCN(Cc1cc2ccccc2[nH]c1=O)C(=O)c1ccccc1OC | 1552 | 1418
CCCc1nc2ccccc2c(=O)n1NC(=O)c1c(O)c2ccccc2[nH]c1=O | 1683 | 1682
CC(/C=N/NC(=O)c1cc(-c2cccs2)[nH]n1)=C\c1ccccc1 | 1515 | 1933
O=c1[nH]c(SCc2c(Cl)cccc2Cl)nc2ccccc12 | 1690 | 1728
Cc1nn(-c2ccccc2)c(C)c1/C=N/NC(=O)c1cc(-c2cccs2)[nH]n1 | 1654 | 1752
O=C(CCn1c(=S)[nH]c2ccccc2c1=O)NCCSCc1ccccc1 | 1643 | 1975
CC(CSc1nnnn1-c1ccccc1)Cn1c(N2CCN(C)CC2)nc2c1c(=O)[nH]c(=O)n2C (stereo unspecified) | 1371 | 1607
CCn1c(SCc2nc3ccccc3c(=O)[nH]2)nnc1C(C)NC(=O)c1ccccc1 (stereo unspecified) | 1547 | 1554
Cn1c(-c2cnn(-c3ccccc3)c2N)n[nH]c1=S | 1524 | 1675
CCN(CC(=O)Nc1c(F)cccc1F)C(=O)CCc1c[nH]c2ccccc12 | 1274 | 2053
